M5 antag – human M5 muscarinic receptor antagonists, primary screen, CHO cells, Fluo-8 calcium fluorescence. CHO-hM5 cells, ACh EC80. inhibition, % at 3 µM. AID 624040, 2012. actives 0.59% (n = 360,000);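 active = inhibition above a per-plate cutoff, the mean of that plate's test compounds plus 3 SD, cut at about 27% in these data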;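 also: 0% = acetylcholine EC80 with DMSO and 100% = DMSO without agonist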
Target sequence (P08912 whole entry, looked up): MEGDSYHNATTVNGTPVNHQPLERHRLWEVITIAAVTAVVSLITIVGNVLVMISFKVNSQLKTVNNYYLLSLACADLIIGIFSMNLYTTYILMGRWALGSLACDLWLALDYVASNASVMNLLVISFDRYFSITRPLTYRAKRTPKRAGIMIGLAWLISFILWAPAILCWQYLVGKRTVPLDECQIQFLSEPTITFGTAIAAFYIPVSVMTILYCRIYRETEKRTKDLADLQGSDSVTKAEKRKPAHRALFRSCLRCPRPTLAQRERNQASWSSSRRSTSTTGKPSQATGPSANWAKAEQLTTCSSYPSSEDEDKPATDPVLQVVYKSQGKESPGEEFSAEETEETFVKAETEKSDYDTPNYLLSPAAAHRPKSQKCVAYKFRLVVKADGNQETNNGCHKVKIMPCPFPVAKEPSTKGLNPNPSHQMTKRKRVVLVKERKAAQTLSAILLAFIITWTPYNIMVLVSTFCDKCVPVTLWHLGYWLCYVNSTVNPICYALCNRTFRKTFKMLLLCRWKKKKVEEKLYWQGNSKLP
CHRM1 PAM – human M1 muscarinic receptor positive allosteric modulators, primary screen, CHO-K1 cells, Fluo-8 calcium fluorescence, 1536-well | Muscarinic acetylcholine receptor M1 (Homo sapiens), P11229 | CHO-K1 hM1, ACh EC20; 0% = ACh EC20, 100% = maximal ACh | activation, % at 3 µM | actives 0.088% (n = 360,000) | AID 588819, 2011; in the data active = activation above about 19%, passing the limit was not always enough
M4 antag – human M4 muscarinic receptor antagonists, primary screen, CHO cells, Fluo-8 calcium fluorescence | actives 0.73% (n = 360,000) | AID 624125, 2012 | inhibition, % at 3 µM | Muscarinic acetylcholine receptor M4 (Homo sapiens), P08173 | CHO-hM4 cells, ACh EC80;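 active = inhibition above its plate's cutoff, the mean inhibition of sample wells plus 3 SD, cut at about 27% in these data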;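 also: 0% = acetylcholine EC80 with DMSO and 100% = DMSO without agonist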
Target sequence (P08173 whole entry, looked up): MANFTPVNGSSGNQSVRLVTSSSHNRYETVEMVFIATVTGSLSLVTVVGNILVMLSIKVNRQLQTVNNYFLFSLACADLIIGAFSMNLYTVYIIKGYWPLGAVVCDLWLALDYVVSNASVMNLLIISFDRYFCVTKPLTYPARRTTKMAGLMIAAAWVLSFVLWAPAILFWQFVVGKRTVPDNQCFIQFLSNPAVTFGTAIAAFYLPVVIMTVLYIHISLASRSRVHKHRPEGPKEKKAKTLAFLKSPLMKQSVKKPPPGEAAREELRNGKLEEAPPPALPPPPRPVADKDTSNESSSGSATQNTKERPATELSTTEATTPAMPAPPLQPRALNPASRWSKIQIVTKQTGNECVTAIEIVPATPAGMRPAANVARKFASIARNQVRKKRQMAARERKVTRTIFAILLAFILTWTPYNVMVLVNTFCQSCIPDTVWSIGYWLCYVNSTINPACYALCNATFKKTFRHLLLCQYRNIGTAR
CRFBP-R2 block – antagonists of CRF-BP/CRF-R2 complex, primary screen, cell-based, HEK293, calcium dye fluorescence, uHTS; actives 0.59% (n = 350,000); inhibition, % at 11.8 µM; CRF-induced calcium fluorescence;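 active = inhibition of the ligand-induced calcium signal above about 50% at the single tested concentration, limit read from the data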
CHRM4 PAM – human M4 muscarinic receptor positive allosteric modulators, primary screen, CHO-K1 cells, Fluo-8 calcium fluorescence; AID 624126, 2012; CHO-K1 hM4/Gqi5, ACh EC20; 0% = ACh EC20, 100% = maximal ACh; activation, % at 3 µM; Muscarinic acetylcholine receptor M4 (Homo sapiens), P08173; actives 0.4% (n = 360,000);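 active = activation above its plate's cutoff, the mean activation of sample wells plus 3 SD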; also: some results filed as inactive read as strong as hits
M4 ag – human M4 muscarinic receptor agonists, primary screen, CHO-K1 cells, Fluo-8 calcium fluorescence; CHO-K1 hM4/Gqi5; vehicle 0%, full acetylcholine response 100%; AID 624127, 2012; Muscarinic acetylcholine receptor M4 (Homo sapiens), P08173; activation, % at 3 µM; actives 0.14% (n = 360,000);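 active = activation above the run mean over all test wells plus 3 SD, cut at about 32% in these data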;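 also: peak over basal fluorescence ratio per well then scaled between controls; 0% = DMSO wells and 100% = acetylcholine at EC100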
CRFR2-BP ag – agonists of CRF-BP/CRF-R2 complex, primary screen, cell-based, HEK293, calcium dye fluorescence, uHTS | activation, % at 13.2 µM | calcium dye fluorescence (FLIPR); percent of saturating CRF peptide response | CRF-binding protein / CRF receptor 2 complex (human) | actives 0.46% (n = 350,000);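 active = activation of at least 50%, plus an integration ratio under a set limit after plate pattern correction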;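 also: plate controls were neutral control wells without compound for no effect and CRF at EC100 for full effect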
CHRM5 PAM – human M5 muscarinic receptor positive allosteric modulators, primary screen, CHO-K1 cells, Fluo-8 calcium fluorescence; actives 0.3% (n = 360,000); CHO-K1 hM5, ACh EC20 PAM; 0% = ACh EC20, 100% = ACh EC100; Muscarinic acetylcholine receptor M5 (Homo sapiens), P08912; activation, % at 3 µM;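 active = activation above the run cutoff, the mean activation of all test compounds plus 3 SD, cut at about 18% in these data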
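System – CHO-K1 hM5 cells · Compound – 3 µM, single dose · Incubation – compound preincubation 140 s before EC20 acetylcholine addition · Technique – Fluo-8 calcium fluorescence · Measure – Max/basal fluorescence ratio as % of EC20–EC100 ACh window · Benchmarks – low control EC20 acetylcholine (0%), high control EC100 acetylcholine (100%) · Replication – singlicate, one well per test compound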
M5 ag – human M5 muscarinic receptor agonists, primary screen, CHO-K1 cells, Fluo-8 calcium fluorescence; Muscarinic acetylcholine receptor M5 (Homo sapiens), P08912; CHO-K1 hM5 cells; 0% DMSO wells, 100% maximal acetylcholine response; activation, % at 3 µM; actives 0.19% (n = 360,000); AID 624037, 2012;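 active = activation above the run's mean over test compounds plus 3 SD, cut at about 23% in these data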;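 also: signal is peak over basal fluorescence ratio across the kinetic read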
Starred values were filed as active, the others as inactive; / = no result given.

SMILES	M5 antag	CHRM1 PAM	M4 antag	CRFBP-R2 block	CHRM4 PAM	M4 ag	CRFR2-BP ag	CHRM5 PAM	M5 ag
C[C@@H](O)C1NC(=O)[C@H](CCCCN)NC(=O)c2cc([N+](=O)[O-])cc(I)c2NCCC[C@@H](C(N)=O)NC1=O (stereo partly drawn)	10	4	-4	8	4	0	0.2	2	-4
CN1OC[C@@H]2CN(S(=O)(=O)c3cccc4ccccc34)[C@H](c3ccc(-c4cccnc4)cc3)C[C@@H]21	4	-6	-5	0	-1	7	0.3	-5	0
Cn1cccc1C(=O)OCC(=O)NC(=O)NC1CCCCC1	8	2	3	-15	-6	1	-2.2	-5	-1
COC(=O)[C@@]12C[C@@H](CC(=O)NCCc3ccccc3OC)C(=O)N(Cc3cccc4ccccc34)C1=CCC(C)(C)C2	-4	/	-4	/	8	1	/	8	0
Cc1oc(-c2ccc(Cl)cc2)nc1CS(=O)CC(=O)NC1CCCCC1 (stereo not drawn)	-13	6	1	6	-2	3	-1.8	5	-1
CCCOC(=O)C1=C(C)N(C)C(=O)NC1c1cc2c(cc1[N+](=O)[O-])OCO2 (stereo not drawn)	-12	11	-5	-2	0	1	10.0	5	-7
CC(OC(=O)c1ccccc1Oc1ccccc1)C(=O)NC1CC1 (stereo not drawn)	9	-4	-1	13	-1	2	-1.0	-4	-4
Cc1cc(C)c(OCC(=O)OCC(=O)NNC(=O)c2ccccc2F)c(C)c1	7	7	-1	6	9	1	0.7	1	-1
Cc1cc(C)n(CC2CC(=O)N(c3ccc(C)c(Cl)c3)C2=O)n1 (stereo not drawn)	8	10	6	7	0	1	-4.5	-6	-1
NS(=O)(=O)c1ccc(CCNC(=O)C2CCCO2)cc1 (stereo not drawn)	2	7	2	7	-1	0	-0.5	3	2
COC(=O)[C@]12CCCCC=C1N(Cc1ccc(Cl)cc1Cl)C(=O)[C@H](CC(=O)NCc1ccccc1)C2	6	/	2	/	-2	1	/	-4	-1
COc1cc(C)c(C(C)C)cc1S(=O)(=O)n1cnc(C)c1	5	-5	-9	20	3	0	-1.1	-1	-1
O=C(NCCOC(=O)c1ccc([N+](=O)[O-])cc1)c1cccnc1	8	-13	0	-4	0	8	-2.5	-14	0
COc1cc2c(cc1OC)CN(Cc1cc(=O)oc3c(C)c(C)ccc13)CC2	1	1	2	1	2	1	-0.8	4	-2
COc1cccc(C(=O)NNC(=O)C2CCCO2)c1 (stereo not drawn)	-1	7	-16	7	0	0	5.1	-3	-3
CC(=O)c1c(C)[nH]c(C(=O)Nc2cccc(S(=O)(=O)N3CCCCC3)c2)c1C	10	-4	-4	-2	2	19	-0.1	-13	8
O=C(CCCn1cc([N+](=O)[O-])cn1)NCc1ccccc1	4	10	-6	-3	6	2	-4.5	3	-1
Cn1c(=O)c2c(nc(SCCCC#N)n2Cc2c(F)cccc2Cl)n(C)c1=O	-1	-6	-2	6	-7	2	-2.8	-10	0
COc1ccc(S(=O)(=O)N2CCN(C(=O)c3ccc(NC(C)=O)cc3)CC2)cc1	0	5	-9	-2	4	2	-0.6	-7	-6
Cc1cc(C)c2[nH]c(=O)c(CN(CC3CCCO3)C(=S)Nc3ccccc3)cc2c1 (stereo not drawn)	-7	-1	-2	-3	6	1	1.5	5	1
CCN(CC)C(=O)[C@H]1C[C@H](CC(=O)NCc2cccc(C(F)(F)F)c2)C(=O)N2CCc3c([nH]c4cc(-c5ccco5)ccc34)[C@]12C	-10	-1	-15	5	3	-1	6.0	-3	2
Cc1ccnc(NS(=O)(=O)c2ccc(NC(=O)c3ccc(Br)o3)cc2)n1	8	4	-10	5	-2	1	1.9	-2	-2
Cc1ccccc1-c1noc(N)c1C#N	-8	7	-9	-10	43*	1	-2.1	25*	-2
Cc1nnc(NC(=O)c2ccc(S(=O)(=O)N3CCCCC3C)cc2)o1 (stereo not drawn)	6	7	7	-8	7	0	0.0	4	-1
O=C(NN=Cc1ccc2c(c1)CCC2)c1cccc([N+](=O)[O-])c1	6	10	-6	-10	0	1	0.2	-2	0
CC1CN(C(=O)c2ccccc2NS(=O)(=O)c2cccc([N+](=O)[O-])c2)CC(C)O1 (stereo not drawn)	6	12	-4	-16	2	1	-0.5	1	-1
CC(C)(C)C(=O)O/N=C(\N)c1c(Cl)cccc1Cl	3	1	11	2	-6	1	-0.9	5	0
O=S(=O)(c1cnc[nH]1)N1CCN(c2ccccc2)CC1	1	2	6	3	-1	1	-4.0	-1	3
O=S(=O)(CCN(CCS(=O)(=O)C(F)(F)F)CC1CCCO1)C(F)(F)F (stereo not drawn)	6	5	-16	-2	2	2	-0.1	-14	-3
CN(C)C(=O)c1ccc(NC(=O)COC(=O)C2(c3ccccc3)CCCC2)cc1	19	3	5	1	-1	15	-1.0	-13	4
C=CCOc1cccc(C(=O)NC(c2ccccc2)C(C)C)c1 (stereo not drawn)	14	11	1	8	1	0	1.9	-1	-5
CCCCCCCCN1[C@@H](CC(C)=O)c2cc(C(F)(F)F)ccc2S1(=O)=O	11	3	-7	-2	8	2	2.6	-4	1
O=C(NCCc1c[nH]c2ccccc12)c1ccc([N+](=O)[O-])cc1	-6	-7	3	11	-7	4	2.5	-6	-5
CN(C(=O)COC(=O)/C=C/c1ccc2ccccc2n1)C1CCS(=O)(=O)C1 (stereo not drawn)	4	3	1	5	-1	2	-2.2	-2	2
CN(C1CCCCC1)S(=O)(=O)c1ccc(S(=O)(=O)N2CCN(CCC#N)CC2)cc1	3	7	-6	7	4	1	-0.3	-4	2
CCOC(=O)Cc1csc(NC(=O)NC2(C(F)(F)F)Oc3ccc(Cl)cc3O2)n1 (stereo not drawn)	18	-5	-3	-4	11	4	-3.2	-4	-5
CN(CCO)C(=O)CCC(=O)Nc1ccc(S(N)(=O)=O)cc1	-2	9	5	6	8	0	-8.5	5	2
CCCCOC(C)n1cc(F)c(=O)[nH]c1=O (stereo not drawn)	-2	8	2	16	-5	1	-2.0	1	-1
O=C(NCCOc1ccccc1)C1CCCCC1	1	10	-17	8	5	2	1.2	7	2
C=CCOc1c(CNc2ccc(S(N)(=O)=O)cc2)cccc1OC	12	-5	3	-5	0	2	-0.1	3	-3
O=C(NCC1COc2ccccc2O1)c1ccccc1 (stereo not drawn)	-9	3	-5	-5	-1	1	-0.8	7	4
Cc1ccc2nc(SCC(=O)NCc3ccc(F)cc3)[nH]c2c1	6	7	-22	3	-6	7	-1.2	-6	-2
COc1ccccc1NC(=O)NCc1ccccc1F	-10	2	8	16	-2	0	1.5	-2	-3
COc1ccc(-c2cc(C)no2)cc1S(=O)(=O)N1CCN(c2ccc([N+](=O)[O-])cc2)CC1	8	2	-4	0	0	3	-0.3	-5	-4
CC(C)CCOc1ccc(C(=O)N2CCN(c3ncccn3)CC2)cc1	10	14	-12	-23	-1	1	-5.4	3	-6
O=C(NCc1ccc2c(c1)OCO2)C1CC(c2ccc(Cl)cc2)=NO1 (stereo not drawn)	7	-1	4	12	-5	3	-1.2	2	-1
CC(C)C(OC(=O)c1cccs1)C(=O)NCc1ccc(F)cc1 (stereo not drawn)	1	3	-5	14	1	1	-1.8	-3	-6
Cc1nc2c(C)cccn2c(=O)c1NC(=O)c1cccc2ccccc12	-5	2	-6	0	-4	3	0.6	-2	-1
NC(=O)c1cc(NC(=O)CCCc2nc3ccccc3s2)cc(C(N)=O)c1	13	10	-3	5	2	0	-2.2	0	3
CCOc1cccc(CN2CCCC(N3CCN(c4cccc(Cl)c4)CC3)C2)c1O (stereo not drawn)	-1	-7	-1	0	-11	7	-1.0	-4	-7
O=C(c1ccco1)N1CCN(C(=O)N2CCCC2)CC1	-9	9	-4	0	2	0	3.5	8	5
COc1ccc(CN2CCCCC2C)c(C)c1C (stereo not drawn)	4	6	12	-16	-8	1	21	3	-5
O=C(O)C1CCC1C(=O)Nc1nc(-c2ccc(Cl)s2)cs1 (stereo not drawn)	-4	8	-10	24	11	0	-3.3	3	0
CCN(CC)S(=O)(=O)c1ccc(N2CCOCC2)c(NC(=O)Cc2ccccc2)c1	-3	4	-1	12	14	0	-2.6	0	0
O=C1C(=Cc2ccccc2O)SC(=S)N1CCCN1CCOCC1	-4	3	-10	-11	5	1	-0.9	1	1
CCCCCCCCOC(=O)C1=C(C)Nc2nnnn2C1c1cccs1 (stereo not drawn)	1	6	5	-4	0	-1	-2.0	-9	-9
Cc1cc(C)cc(N(CC(=O)NC2CCCCC2)C(=O)c2csnn2)c1	11	11	-6	-1	1	1	-0.2	-4	-3
CCOC(=O)COc1ccc2c(=O)c(-c3ccccc3OC)coc2c1	9	10	1	16	9	2	-2.1	-7	-1
CCc1nc2c(OCc3ccc(C(=O)OC)cc3)cccn2c1N(C)C(=O)c1ccc(OC)cc1	1	-16	3	/	-6	1	/	-5	-2
Cc1cccc(N2CCN(C(=O)c3[nH]c(C(F)(F)F)nc3-c3ccccc3)CC2)c1C	1	2	-21	/	0	13	/	-3	6

Exported bar-delimited: six of the compounds above.
smiles | M5 antag | CHRM1 PAM | M4 antag | CRFBP-R2 block | CHRM4 PAM | M4 ag | CRFR2-BP ag | CHRM5 PAM | M5 ag
COC(=O)[C@]12CCCCC=C1N(Cc1ccc(Cl)cc1Cl)C(=O)[C@H](CC(=O)NCc1ccccc1)C2 | 6 | / | 2 | / | -2 | 1 | / | -4 | -1
COc1cc(C)c(C(C)C)cc1S(=O)(=O)n1cnc(C)c1 | 5 | -5 | -9 | 20 | 3 | 0 | -1.1 | -1 | -1
O=C(NCCOC(=O)c1ccc([N+](=O)[O-])cc1)c1cccnc1 | 8 | -13 | 0 | -4 | 0 | 8 | -2.5 | -14 | 0
COc1cc2c(cc1OC)CN(Cc1cc(=O)oc3c(C)c(C)ccc13)CC2 | 1 | 1 | 2 | 1 | 2 | 1 | -0.8 | 4 | -2
COc1cccc(C(=O)NNC(=O)C2CCCO2)c1 (stereo not drawn) | -1 | 7 | -16 | 7 | 0 | 0 | 5.1 | -3 | -3
CC(=O)c1c(C)[nH]c(C(=O)Nc2cccc(S(=O)(=O)N3CCCCC3)c2)c1C | 10 | -4 | -4 | -2 | 2 | 19 | -0.1 | -13 | 8

The list goes on.
SMILES	M5 antag	CHRM1 PAM	M4 antag	CRFBP-R2 block	CHRM4 PAM	M4 ag	CRFR2-BP ag	CHRM5 PAM	M5 ag
O=C(/C=C/c1cccc(F)c1)Nc1nccs1	-7	-8	5	-2	-5	2	0.4	-1	2
COc1ccc(N2CC(C(=O)Nc3nnc(SCc4cccnc4)s3)CC2=O)cc1 (stereo not drawn)	3	11	0	-6	2	1	-1.3	-4	-3
O=C(O)CCNc1ccc(Cl)cc1	-9	2	-13	-16	4	1	-1.1	7	0
Cc1ccc(SCC(=O)N2CCC(C(N)=O)CC2)cc1	9	7	-4	4	7	1	3.2	3	4
CCn1c(/C=C/c2ccc(O)cc2)nc2ccccc2c1=O	9	1	-1	31	-4	6	1.3	2	0
Cc1ccc(-c2nc3ccccc3c(C(=O)NCc3cccs3)c2C)cc1	1	-7	-10	10	-6	8	3.7	-10	-6
